Source: PubChem
Nrf2 ARE act: activates Nrf2 signaling; actives 0.31% (n = 410,000); Potency, µM (titrated, usually from 46.1 µM), for the others: at the highest dose activation, actives largely listed as activators; AREc32 ARE-luciferase reporter (MCF7-derived line), luminescence, 24 h; also: potency is read from the fitted curve at half-maximal effect; % of control where 0% means no effect; nearly all actives have a fitted effect of over 65% in size
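Cells of the AREc32 ARE-luciferase line are plated in OPTI-MEM containing 5% FBS and left overnight at 37 deg C. Compounds are pinned in, incubation continues 24 hr, and firefly luciferase signal is then measured.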
Mm-Cpn inhibitor: M. maripaludis TRiC chaperonin inhibition; actives 0.031% (n = 330,000); purified Mm-Cpn ATPase, ADP Transcreener TR-FRET; Potency, µM (series often up to 76.9 µM), for inactives: at the highest dose activity, negative = inhibition, most hits filed as inhibitors; also: potency is read from the fitted curve at half-maximal effect; % is scaled to controls: 0 for no effect and ±100 for the full control effect; nearly all actives have a fitted effect of over 80% in size
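TR-FRET (320 nm excitation; 590 and 665 nm emission) reports ADP made from 10 uM ATP by 25 nM enzyme; compounds were preincubated 10 min, reaction run 30 min, both at 37°C.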
EPAC2 antagonist: blocks human EPAC2 exchange factor; Q8WZA2; EPAC2 GEF exchange of Rap1B-BODIPY-GDP, fluorescence; actives 0.18% (n = 360,000); Potency, µM (top dose mostly 114 µM), without a hit: at the top dose activity, negative = inhibition, hits mostly inhibitors; also: potency is read from the fitted curve at half-maximal effect; % is scaled to controls: 0 for no effect and ±100 for the full control effect; nearly all actives have a fitted effect of over 45% in size; many of its hits are not listed in these tables
Target sequence (Q8WZA2 whole entry, looked up): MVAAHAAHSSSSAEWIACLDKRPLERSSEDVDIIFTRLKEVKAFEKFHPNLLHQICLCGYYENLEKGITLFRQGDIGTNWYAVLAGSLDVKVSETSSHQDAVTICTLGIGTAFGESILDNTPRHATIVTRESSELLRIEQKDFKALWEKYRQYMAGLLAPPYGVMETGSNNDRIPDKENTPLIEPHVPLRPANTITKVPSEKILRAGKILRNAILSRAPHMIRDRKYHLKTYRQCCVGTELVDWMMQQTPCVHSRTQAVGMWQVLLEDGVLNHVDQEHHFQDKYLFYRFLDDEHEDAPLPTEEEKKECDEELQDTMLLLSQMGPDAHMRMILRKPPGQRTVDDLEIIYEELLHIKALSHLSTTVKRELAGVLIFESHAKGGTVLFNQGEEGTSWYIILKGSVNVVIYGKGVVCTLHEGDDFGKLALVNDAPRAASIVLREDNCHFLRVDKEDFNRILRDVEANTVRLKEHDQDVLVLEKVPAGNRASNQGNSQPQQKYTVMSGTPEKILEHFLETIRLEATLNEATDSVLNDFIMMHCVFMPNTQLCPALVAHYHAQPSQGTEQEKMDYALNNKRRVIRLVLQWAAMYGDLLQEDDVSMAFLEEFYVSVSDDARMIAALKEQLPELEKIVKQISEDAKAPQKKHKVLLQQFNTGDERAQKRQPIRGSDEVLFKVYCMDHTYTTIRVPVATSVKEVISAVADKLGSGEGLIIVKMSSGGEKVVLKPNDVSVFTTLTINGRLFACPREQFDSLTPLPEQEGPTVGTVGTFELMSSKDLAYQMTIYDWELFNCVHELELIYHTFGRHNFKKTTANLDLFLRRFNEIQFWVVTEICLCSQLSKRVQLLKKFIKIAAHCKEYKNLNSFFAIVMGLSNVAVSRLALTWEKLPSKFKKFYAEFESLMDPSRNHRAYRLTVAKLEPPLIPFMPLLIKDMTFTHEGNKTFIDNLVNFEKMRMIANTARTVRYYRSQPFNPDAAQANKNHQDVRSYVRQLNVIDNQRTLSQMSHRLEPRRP
TGFb SMAD3 inh: blocks TGF-b signaling; HepG2 CAGA-GFP TGF-b/SMAD3 reporter, GFP fluorescence, 18 h; TGF-beta stimulated, 500 pg/mL final; actives 1.2% (n = 410,000); Potency, µM (top dose mostly 46.1 µM), for the others: top-dose activity, negative = inhibition, most hits filed as inhibitors; also: potency is read from the fitted curve at half-maximal effect; % is scaled to controls: 0 for no effect and ±100 for the full control effect; nearly all actives have a fitted effect of over 65% in size
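Cell-based qHTS in HEPG2 carrying a CAGA-GFP Smad reporter; compounds added before 500 pg/mL final TGF-beta, 18 h incubation at 37 degrees C, GFP fluorescence quantified per cell by imaging cytometry.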
EPAC2 ag: EPAC2 (human) agonism. EPAC2 activation, biochemical qHTS; response scale: 100% = 6.5 mM cAMP response. Potency, µM (highest dose often 154 µM), for inactives: top-dose activation, usual class: activators. actives 0.079% (n = 360,000); also: potency is read from the fitted curve at half-maximal effect; nearly all actives have a fitted effect of over 50% in size
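Setup: EPAC2 100 nM, labeled Rap1B complex 250 nM, free GDP 50 uM. Compound titrations pinned in, brief spin, 5 min room temperature incubation. Kinetic fluorescence read over 30 min, normalized to 6.5 mM cAMP.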
Nrf2 block: Nrf2 pathway inhibition; AID 504444; Potency, µM (highest dose often 46 µM), for the others: at the highest dose activity change, negative = inhibition, actives largely listed as inhibitors; actives 2.1% (n = 360,000); A549 ARE-Fluc reporter, luciferase luminescence, 18-24 h; also: potency is read from the fitted curve at half-maximal effect; % is scaled to controls: 0 for no effect and ±100 for the full control effect; nearly all actives have a fitted effect of over 60% in size
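Reporter: ARE-Fluc in A549. Exposure: 18-24 h, 37 °C, 5% CO2, 5% FBS OPTI-MEM. Readouts: fluorescent cytotoxicity (CellTiter-Fluor), then luminescent Nrf2 signal after BugLite.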
CCT modulator: cytosolic chaperonin activity modulation. actives 0.3% (n = 360,000). activity change, % (test concentration not listed), hits read low. purified chaperonin ATPase assay, HTRF ADP detection, 30 min; in the data active = activity change below about -30%; also: % is scaled to controls: 0 for no effect and ±100 for the full control effect
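TRiC (40 or 20 nM final, by batch activity) in 30 mM Tris pH 7.4, 100 mM KCl, 5 mM MgCl2, 1 mM DTT was treated with compound at 76 uM single dose, then 10 uM ATP, 30 min at 37 °C. ADP was read by HTRF Transcreener.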
A549 tox: kills or reduces viability of A549 cells in Nrf2 counter-screen; AID 504648; Potency, µM (top dose mostly 46 µM), inactives show top-dose activity change, negative = cytotoxicity, usual class: inhibitors; A549 ARE-Fluc cells, CellTiter-Fluor viability, 18-24 h; actives 0.16% (n = 390,000); also: potency is read from the fitted curve at half-maximal effect; % is scaled to controls: 0 for no effect and ±100 for the full control effect
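Cytotoxicity counterscreen: CellTiter-Fluor fluorescence was measured in A549 ARE_Fluc cells after 18-24 h of compound exposure in a concentration series. The subsequent BugLite luminescent read reports ARE-luciferase activity.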
Akt phos inh: blocks phosphorylation of Akt; Neuro2A IGF-stimulated pAkt S473 HTRF, 20 min; stronger effect = lower value; activity change, % for hits at 50 µM; actives 0.32% (n = 360,000); AID 651550; in the data active = activity change below about -80%; inconclusive = mostly about -51% to -80%; also: % is scaled to controls: 0 for no effect and ±100 for the full control effect
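Neuro2A cells (4,500/well, DMEM with 0.5% FBS) were treated with compound at a single 50 µM final concentration, stimulated with 6 nM IGF for 20 min at 37 °C, and lysed. Phospho-Akt Ser473 was read by HTRF as 665/615 ratio ×10^4.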
* hit, by the source's call; i = inactive; ? = inconclusive; . = not tested or not shown; [ ] = another dose, or the depositor's remark. Unless noted, calls follow the shape of the dose curve; as a rule, active = well fitted curve in the direction sought with a large enough effect; inconclusive = small, poorly fitted or top-dose-only effect, or another doubt; inactive = no such curve, though single readings can be large; an effect the other way counts as inactive or inconclusive. A portion of the library; count on the stated rates, not on these rows.

no.	molecule	TGFb SMAD3 inh	Akt phos inh	Nrf2 block	A549 tox	EPAC2 ag	Nrf2 ARE act	Mm-Cpn inhibitor	CCT modulator	EPAC2 antagonist
1	Cc1ccc(C(=O)N2CC(C)OC(C)C2)c(Cl)c1 (configuration not stated)	20%	i	-1%	2%	11%	0.2%	1%	-2.5	-3%
2	Cc1noc(C)c1CSc1nc2sc(C)c(C)c2c(=O)n1-c1ccccc1	-13%	i	19%	-11%	-2%	0.1%	1%	2.0	9%
3	COc1ccc(C(C(=O)NC(C)(C)C)N(C(=O)CNC(=O)c2cccs2)c2ccc(NC(C)=O)cc2)cc1OC (configuration not stated)	?	i	4%	1%	10%	-0.8%	?	-1.1	3%
4	O=C(CN1CCOC1=O)N1CCCC(Nc2ccc(F)c(F)c2)C1 (configuration not stated)	9%	i	7%	4%	8%	-0.7%	1%	1.2	0%
5	C[C@H]1CN([C@@H](C)CO)S(=O)(=O)c2ccc(Br)cc2O[C@H]1CN(C)S(=O)(=O)c1ccccc1	1%	i	.	.	10%	-0.1%	.	-1.8	-16%
6	Cc1ccccc1C(=O)N(Cc1nc2ccccc2c(=O)[nH]1)C1CCCC1	-13%	i	-16%	-5%	-5%	-0.2%[9.22 µM]	-3%	1.2	2%
7	CC(C)(O)CC[C@@H](O)[C@](C)(O)[C@H]1CC[C@@]2(O)C3=CC(=O)[C@@H]4C[C@@H](O)[C@@H](O)C[C@]4(C)C3CC[C@]12C (some centres not stated)	8%	i	6%	-2%	7%	-0.9%	.	0.7	7%
8	CC(C)c1ccc(OCC(=O)NCCO)cc1	0%	i	6%	2%	4%	2.3%	0%	-3.0	1%
9	COc1ccccc1N1CCN(Cc2nc3ccccc3c(=O)n2CC(C)=O)CC1	-5%	i	.	-2%	6%	-0.5%	?	-2.6	1%
10	CCCOc1ccc(N2C(=O)CC(N(CCc3ccccc3)C(=O)c3ccccc3)C2=O)cc1 (configuration not stated)	2%	i	-15%	-11%	10%	1.3%	2%	-0.9	-3%
11	CCN(c1ccccc1)c1nnc(NC(=O)Nc2cccc(Br)c2)s1	-21%	.	-14%	-1%	.	-0.8%	.	.	.
12	O=C(O)Cc1sc(-c2ccccc2)nc1-c1ccccc1	1%	i	?	1%	11%	0.1%	-20%	-0.9	-12%

Filtered by structure, the compounds so far with an aryl methoxy group (2)
no.	molecule	TGFb SMAD3 inh	Akt phos inh	Nrf2 block	A549 tox	EPAC2 ag	Nrf2 ARE act	Mm-Cpn inhibitor	CCT modulator	EPAC2 antagonist
3	COc1ccc(C(C(=O)NC(C)(C)C)N(C(=O)CNC(=O)c2cccs2)c2ccc(NC(C)=O)cc2)cc1OC (configuration not stated)	?	i	4%	1%	10%	-0.8%	?	-1.1	3%
9	COc1ccccc1N1CCN(Cc2nc3ccccc3c(=O)n2CC(C)=O)CC1	-5%	i	.	-2%	6%	-0.5%	?	-2.6	1%

The listing continues.
no.	molecule	TGFb SMAD3 inh	Akt phos inh	Nrf2 block	A549 tox	EPAC2 ag	Nrf2 ARE act	Mm-Cpn inhibitor	CCT modulator	EPAC2 antagonist
13	CC12CCC(=O)N1C(C(=O)Nc1ccc(Br)cc1Cl)CS2 (configuration not stated)	14%	i	-1%	6%	3%	0.0%	0%	-1.3	9%
14	COc1cc(CNc2ncn[nH]2)ccc1OCc1cccc(C)c1	-15%	i	?	3%	2%	5.0%	0%	-0.1	-16%
15	COc1ccc(-n2cnnc2SCC(=O)c2ccc(S(=O)(=O)N3CCOCC3)cc2)cc1	-11%	i	-2%	-1%	-4%	0.1%	?	-0.4	-1%[57.1 µM]
16	CC(NC(=O)CCC(=O)N1CCCCCC1)c1ccccc1 (configuration not stated)	1%	i	7%	6%	2%	-0.2%[9.22 µM]	0%	2.2	9%
17	COc1ccc(CCN2C(=O)CC(Cc3ccc(Br)cc3)C2=O)cc1OC (configuration not stated)	?	i	-24%	-1%	8%	0.3%	-2%	-0.1	-3%
18	O=C(NCc1ccccc1Cl)C1CCN(S(=O)(=O)N2CCCCC2)CC1	-21%	i	9%	9%	14%	0.6%	-1%	-2.1	-3%
19	O=C1C=C(N2CCN(C3=CC(=O)CCC3)CC2)CCC1	2%	i	12%	-6%	-8%	0.5%	0%	1.2	9%
20	CCOc1ccccc1C(=O)NC(C(=O)NCc1ccccc1OC)C(C)C (configuration not stated)	-14%	i	?	1%	2%	0.0%	0%	-0.4	-2%
21	COc1ccccc1OC1=NS(=O)(=O)c2ccccc21	11%	i	8%[65.3 µM]	-1%[65.3 µM]	-8%	-0.6%	0%	-1.4	-3%
22	COc1ccc(NC(=O)CCc2nnc3ccc(NCc4ccco4)nn23)cc1	1%	i	11%	-18%	6%	4.1%	-3%	-0.9	5%
23	NS(=O)(=O)c1ccc(N=Nc2ccc(=O)[nH]c2O)cc1	2%	i	-23%	?	-5%	-1.7%	-1%	1.6	-20%
24	Cc1noc(/C=C/c2cccs2)c1S(=O)(=O)N1CCC(C(=O)NCc2ccc(Cl)cc2)CC1	-24%	.	-6%	10%	.	4.0%	.	.	.

One compound at a time, as listed above:
Profile of O=C1C=C(N2CCN(C3=CC(=O)CCC3)CC2)CCC1 = TGFb SMAD3 inh: 2%; Akt phos inh: i; Nrf2 block: 12%; A549 tox: -6%; EPAC2 ag: -8%; Nrf2 ARE act: 0.5%; Mm-Cpn inhibitor: 0%; CCT modulator: 1.2; EPAC2 antagonist: 9%
Profile of Cc1ccccc1C(=O)N(Cc1nc2ccccc2c(=O)[nH]1)C1CCCC1 = TGFb SMAD3 inh: -13%; Akt phos inh: i; Nrf2 block: -16%; A549 tox: -5%; EPAC2 ag: -5%; Nrf2 ARE act: -0.2%[9.22 µM]; Mm-Cpn inhibitor: -3%; CCT modulator: 1.2; EPAC2 antagonist: 2%

(next part)
no.	molecule	TGFb SMAD3 inh	Akt phos inh	Nrf2 block	A549 tox	EPAC2 ag	Nrf2 ARE act	Mm-Cpn inhibitor	CCT modulator	EPAC2 antagonist
25	Cc1ccc(OCCC(=O)OCC(=O)Nc2ccc(N3CCOCC3)cc2)cc1	-18%	i	4%	6%	-3%	2.9%	3%	-0.7	-13%
26	COc1ccc(CNC(=O)c2nc(SCc3ccc(C)cc3)ncc2Cl)cc1	?	.	-19%	3%	.	-0.2%	.	.	.
27	Cn1c(=O)c2c([nH]c(=O)n2Cc2ccc(Cl)cc2Cl)n(C)c1=O	-3%	.	6%	-2%	.	-0.6%	.	.	.
28	CCN(CC(=O)NC1CCS(=O)(=O)C1)S(=O)(=O)c1ccc(F)cc1 (configuration not stated)	0%	i	8%	17%	6%	0.1%	0%	0.8	-10%
29	COc1ccc(CNC(=O)Cn2cnc3c(=O)n(C)c(=O)n(C)c32)cc1	1%	i	?	0%	7%	-0.8%	1%	0.0	1%
30	O=C(Oc1cccc(Oc2ccccc2)c1)N1CCOCC1	-4%	i	0%	-3%	11%	0.5%	-2%	-0.1	5%
31	O=C(NC(=S)Nc1cc(C(F)(F)F)ccc1Cl)c1ccccc1	-23%	i	?	4%	2%	3.2µM*	0%	1.2	-16%
32	Clc1ccc(-c2nc3ccccc3nc2-c2ccccc2)cc1	11%	i	-5%	-2%	1%	0.6%	0%	1.0	-13%
33	CCCCCCCCN1N=N[C@H]2[C@H]1[C@@H]1C[C@H]2N(C(=O)OC(C)(C)C)O1	-29%	i	?	14%	0%	15%	0%	-5.7	-5%
34	O=C(/C=C/c1ccccc1)N/C(=C/c1ccccc1)C(=O)NCCO	-10%	i	8%	-7%	14%	0.3%	-4%	-2.4	-1%
35	Cc1cc(N2CCOCC2)nc2ccc(NC(=S)NCc3ccc4c(c3)OCO4)cc12	?	i	-28%	3%	21%	0.1%	-1%	-3.0	-4%
36	CC(C)NC(=O)N(C)C[C@@H]1OCCCC[C@@H](C)Oc2ccc(NC(=O)Nc3ccc(F)cc3)cc2C(=O)N([C@H](C)CO)C[C@@H]1C	3%	i	.	.	0%	0.0%	.	-7.2	3%
37	Cc1ccc(CN2C(=O)C(C)Nc3ncnc(N4CCN(c5ccccn5)CC4)c32)cc1 (configuration not stated)	-1%	i	-28%	-13%	12%	5.9%	-1%	2.1	?
38	C=CCC[C@H](Cc1ccc(F)cc1)C(=O)OC[C@H]1CCCN1C(=O)[C@@H](CC=C)CC(=O)NCCO	-25%	i	30%	14%	-13%	5.7%	-1%	1.8	-7%
39	Cc1ccc(CN2CCN(C3CCN(S(=O)(=O)c4ccc(C)cc4)CC3)C(=O)C2=O)cc1	-3%	.	?	?	.	-0.5%	.	.	.
40	CCCCCC(=O)NNC1=NCC(Cc2cccc(Cl)c2)S1 (configuration not stated)	3%	i	1%	1%	-12%	-0.4%	0%	-0.7	-3%
41	COc1cc(NC(=O)COC(=O)CO/N=C(\C)c2ccc3c(c2)OCO3)cc(OC)c1	37%[activator]	i	-7%	0%	8%	-0.9%	-1%	0.8	-3%
42	O=C(CN1C(=O)NC2(CCCCC2)C1=O)Nc1cccc(Cl)c1Cl	-18%	i	-12%	-3%	8%	-0.1%	-22%	-1.2	4%
43	C(/CCc1ccccc1)=N\Nc1nc2ccccc2[nH]1	?	i	26%	-1%	0%	-0.4%	0%	-1.1	5%
44	Cn1nc(C(F)(F)F)c2cc(NC(=O)OCc3ccc(F)cc3)sc21	?	i	?	-5%	2%	0.2%	-1%	-1.1	-5%
45	COc1ccccc1-c1cc(C(F)(F)F)nc(NCc2ccco2)n1	-11%	i	?	-3%	13%	7.0%	1%	1.3	-17%
46	CCOC(=O)N1CCC(NC(=O)Cc2ccccc2)CC1	8%	i	-5%	1%	-2%	0.0%	-12%	-0.2	3%
47	O=C(Nc1ccccc1)c1nnsc1S(=O)c1ccc(Cl)cc1 (configuration not stated)	?	i	.	-3%	-10%	-3.8%	2%	-0.5	-5%
48	COc1ccccc1CNC(=O)C1CCN(C(=O)N(C)C)CC1	-2%	i	13%	0%	2%	0.1%	-1%	-1.6	4%
